# GlmU inhibition = inhibition of mycobacterial GlmU enzyme – biochemical, glucosamine-1-phosphate acetyltransferase (AID 1376). inhibition, %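 (tested at 30 µM in the primary screen)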, or IC50 in µM where a hit was titrated. M. tuberculosis GlmU acetyltransferase enzyme assay; higher % means a stronger effect. 0.25% of 220,000 active; in the data active = inhibition above about 13%;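 also: 0% = complete reaction with vehicle and 100% = reaction without substrate; strong numbers were not always called active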
# RmlCD inh 1536 = inhibitors of Mycobacterium tuberculosis RmlC and RmlD coupled enzymes; RmlC+RmlD coupled enzyme assay, percent inhibition; primary screen in compound mixtures; P9WH09+P9WH11; inhibition, % at 3.6 µM; 0.03% of 160,000 active; in the data active = inhibition mostly above about 34%, no sharp cut-off; also: some results filed as inactive read as strong as hits
# Target sequence (P9WH09 whole entry, looked up): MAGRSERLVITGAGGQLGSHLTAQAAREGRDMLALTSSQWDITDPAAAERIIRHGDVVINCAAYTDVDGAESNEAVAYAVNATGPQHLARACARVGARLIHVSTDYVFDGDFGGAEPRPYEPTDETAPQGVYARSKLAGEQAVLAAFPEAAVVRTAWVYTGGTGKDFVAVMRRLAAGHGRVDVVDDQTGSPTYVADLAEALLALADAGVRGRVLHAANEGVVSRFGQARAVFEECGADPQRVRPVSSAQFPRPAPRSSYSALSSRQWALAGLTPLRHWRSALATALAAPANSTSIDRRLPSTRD
# Target sequence (P9WH11 whole entry, looked up): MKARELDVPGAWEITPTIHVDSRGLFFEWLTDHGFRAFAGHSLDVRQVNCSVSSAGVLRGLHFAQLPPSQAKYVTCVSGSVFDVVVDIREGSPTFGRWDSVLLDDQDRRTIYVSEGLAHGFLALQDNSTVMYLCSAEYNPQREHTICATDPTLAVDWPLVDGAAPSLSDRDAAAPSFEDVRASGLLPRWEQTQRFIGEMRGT
# Active calls of the source: *; / = not tested or not shown; & = joins results of further samples. A portion of the library (hit frequency here may not be typical).
No.	SMILES	GlmU inhibition	RmlCD inh 1536
1	N=C1c2ccccc2CN1c1ccc(F)c([N+](=O)[O-])c1	3.4%	49.0
2	O=C(c1cc2cc(C(F)(F)F)ccc2s1)N1CCOCC1	-2.4%	1.3
3	Cn1c(=O)c2c(nc(NCC3CCCO3)n2Cc2ccccc2)n(C)c1=O (stereo unspecified)	-2.5%	-11.2
4	O=C1c2sc3nc4n(c(=O)c3c2CCC1Br)CCCCC4 (stereo unspecified)	-3.3%	7.9
5	O=C(CSc1nnc(Cc2cc(=O)[nH]c(=O)[nH]2)n1-c1ccccc1)NCC1CCCO1 (stereo unspecified)	-9.2%	/
6	CCn1nc(C(=O)Nc2cccc(C(F)(F)F)c2)c(Cl)c1Cl	-0.8%	/
7	CN(Cc1nc(Cc2cccc(C(F)(F)F)c2)no1)C1CC(C)(C)NC(C)(C)C1	-0.2%	3.5
8	Cc1cc(=O)[nH]c(-n2[nH]c(C)cc2=O)n1	-0.1%	-5.4

# (cont.)
No.	SMILES	GlmU inhibition	RmlCD inh 1536
9	Cc1ccc(SCCNC(=O)CN(c2ccc3c(c2)OCO3)S(C)(=O)=O)cc1	-1.7%	99.8
10	CCOC(=O)c1c(C)[nH]c(C(=O)COC(=O)CNC(=O)c2ccccc2Cl)c1C	1.1%	-2.9
11	CCc1cccc(CC)c1NC(=O)COC(=O)c1ccc2c(c1)S(=O)(=O)c1ccccc1C2=O	0.7%	7.4
12	CC(=O)CC(C)(C)n1nnc(-c2ccccc2)n1	2.3%	16.8
13	O=S(=O)(c1ccc(Cl)cc1Cl)N1CCCC1c1cccnc1 (stereo unspecified)	-1.8%	14.0
14	COc1ccc(C(=O)C(Sc2nnc(C)c(=O)[nH]2)c2ccc(OC)cc2)cc1 (stereo unspecified)	5.6%	/
15	O=c1c2ccccc2oc2nc(C3CCCCC3)n(Cc3ccco3)c(=O)c12	1.4%	/
16	O=C1CCC(C(=O)NCc2ccc3c(c2)OCO3)N1 (stereo unspecified)	-1.6%	-2.4

# The list goes on.
No.	SMILES	GlmU inhibition	RmlCD inh 1536
17	CCOC(=O)c1cc(-c2ccc(OC)cc2OC)nn1-c1ccc(C(=O)O)cc1	1.8%	/
18	Cc1ccc(C(=O)CSc2nnc(-c3ccccc3N)n2C)cc1C	1.9%	/
19	C/C(=N\NC(=O)C1CCCN(S(=O)(=O)c2ccccc2)C1)c1ccncc1 (stereo unspecified)	1.6%	-6.4
20	COC(=O)c1ccc(C)c(NC(=O)Cn2cnc3ccccc3c2=O)c1	5.1%	7.3
21	CC1=CC2=NCC(O)CN2C=C1 (stereo unspecified)	0.2%	14.0
22	Cn1c(=O)[nH]c(=O)c2c1nc(NCCCn1ccnc1)n2Cc1ccccc1	-0.5%	-7.4
23	COc1ccc(NC(=O)CSc2ncnc3c2cnn3Cc2ccccc2)cc1	2.6%	-5.2
24	O=C(COC(=O)c1n[nH]c2ccccc12)NCc1ccccc1	-0.4%	/

# The results go on.
No.	SMILES	GlmU inhibition	RmlCD inh 1536
25	Cc1nnc(SCc2nc3ccccc3c(=O)n2-c2ccccc2Cl)n1N	1.6%	-1.1
26	Cc1ccc(C)n1-c1nn(S(=O)(=O)c2ccccc2)c2cccc(F)c12	-0.1%	-3.0
27	Cc1sc(NC(=O)CCC(=O)O)c(C(N)=O)c1-c1ccccc1	0.5%	/
28	Cc1c(CN2CCCC(C(=O)c3cccc(OC(C)C)c3)C2)c(=O)n(-c2ccccc2)n1C (stereo unspecified)	-5.8%	12.7
29	COc1ccccc1CNC(=O)CSc1ccc(-c2ccccn2)nn1	-0.6%	8.8
30	COc1ccc(C(CC(=O)O)NC(=O)Cc2ccccc2)cc1OC (stereo unspecified)	-0.3%	/
31	CC1CN(C2CCN(S(=O)(=O)c3ccccc3)CC2)CC(C)O1 (stereo unspecified)	2.0%	/
32	COc1ccc(C2(O)CCN(Cc3nnnn3Cc3ccc(F)cc3)CC2)cc1	-2.4%	-4.8

# Next records:
No.	SMILES	GlmU inhibition	RmlCD inh 1536
33	CC(C)c1cc(C(=O)NCc2cccnc2)no1	-0.8%	/
34	COCCNC(=O)Cn1c(=O)n(CCC(=O)NCCc2ccccc2)c(=O)c2ccccc21	2.2%	/
35	Cc1ccc(Oc2ncccc2CO)cc1	1.6%	7.3
36	CCCCC(c1nnnn1CCOC)N1CCN(C(=O)c2ccco2)CC1 (stereo unspecified)	6.2%	30.6
37	COc1ccccc1N(C)S(=O)(=O)c1ccc(C(=O)OCC(=O)Nc2cc(C)on2)cc1	3.7%	-5.5
38	Cc1ccc(-c2nn(-c3ccccc3)cc2/C=N/NC(=O)c2ccc(Br)o2)cc1	0.0%	11.6
39	Cc1cc(C)cc(NC(=O)C2CCCN2/C=C/C(=O)C(F)(F)F)c1 (stereo unspecified)	-1.4%	9.9
40	CCC12CN3CCN(CC(C3)/C1=N\NC(=O)Nc1ccccc1)C2	2.2%	/

# The listing continues.
No.	SMILES	GlmU inhibition	RmlCD inh 1536
41	Cc1nc2cc(N3CCCCC3)c(NC(=O)c3ccncc3)cc2c(=O)n1Cc1ccc(Cl)cc1	/	11.9
42	O=C(Nc1ccc(C(F)(F)F)cc1)OC1CN2CCC1CC2 (stereo unspecified)	-8.7%	/
43	CCN(CC)S(=O)(=O)c1ccc2c(c1)N(CC(=O)NCCc1ccc(S(N)(=O)=O)cc1)C(=O)CO2	-1.7%	/
44	CCOC(=O)c1c(C)nc2c(c1-c1cc(OC)ccc1OC)C(=O)c1ccccc1-2	-0.2%	3.3
45	CCOC(=O)c1c(CN(C)C)n(-c2ccccc2)c2cc(Br)c(O)cc12	-3.7%	/
46	CC1CCCCC1NC(=O)CSCC(=O)O (stereo unspecified)	2.3%	1.1
47	Nc1nonc1-c1noc(N2CCCCC2)n1	3.0%	/
48	CCc1cccc(OCCn2nc(C(=O)O)c3ccccc3c2=O)c1	-1.8%	-4.6

# Additional compounds follow:
No.	SMILES	GlmU inhibition	RmlCD inh 1536
49	Cc1ccc(S(=O)(=O)N2CCCC(C(=O)Nc3ccc(C(=O)O)cc3)C2)cc1Cl (stereo unspecified)	1.4%	-8.2
50	CCOC(=O)C(NC=O)(NC(C)(C)C)C(=O)OCC	0.9%	/
51	Fc1ccccc1-c1nc(NCCCN2CCOCC2)c2ccccc2n1	0.5%	-3.3
52	COc1ccc2c(c1)C1=NN(/C(C)=C/C(C)=O)C(c3cccc(F)c3)C1CC2 (stereo unspecified)	7.7%	/
53	O=C(COC(=O)CCc1ccccc1)Nc1cc(S(=O)(=O)N2CCOCC2)ccc1N1CCCC1	1.8%	5.1
54	Cn1c(Cn2c(=O)sc3ccccc32)nnc1SCC(=O)Nc1ccc(F)cc1	-6.7%	15.1
55	Cc1cccc(N2CCN(C(=O)c3ccc(NC(=O)C4CCCO4)cc3)CC2C)c1 (stereo unspecified)	2.3%	-4.5
56	Oc1ccc(Cl)cc1CN1CCN(Cc2ccccc2)CC1	-3.7%	11.1

# The listing continues.
No.	SMILES	GlmU inhibition	RmlCD inh 1536
57	CCn1c(=O)c(C(=O)NNS(=O)(=O)c2ccc(C)cc2)c(O)c2ccccc21	0.7%	-9.5
58	CCc1cc(=O)oc2cc(OCC(N)=O)c(Cl)cc12	2.7%	11.2
59	COc1ccccc1NC(=O)CN(Cc1ccco1)C(=O)c1cccs1	3.0%	-5.1
60	Cc1ccnc(NS(=O)(=O)c2ccc(NC(=O)/C=C/c3ccccc3)cc2)n1	0.3%	-9.9
61	CCN(C(=O)COc1cccc2cccnc12)C1CCS(=O)(=O)C1 (stereo unspecified)	2.9%	4.7
62	CC(NC(=O)c1ccc(Cn2cc([N+](=O)[O-])cn2)cc1)c1ccccc1 (stereo unspecified)	0.4%	2.0
63	COc1ccc(-c2oc(NC(C)=O)c(C#N)c2-c2ccc(OC)cc2)cc1	0.1%	-1.3
64	CCCCC12CN3CC(C)(CN(C1)C31C(=O)N(C)c3ccc(C)cc31)C2=O (stereo unspecified)	0.8%	0.9

# The listing continues.
No.	SMILES	GlmU inhibition	RmlCD inh 1536
65	CONc1nc(NC(C)(C)C)nc(OCC#N)n1	0.9%	-0.5
66	O=C(C1=C[C@@H](c2ccccc2)C[C@@H](OCc2ccc(CO)cc2)O1)N1CCOCC1	4.2%	/
67	COc1ccc(/C=N/NC(N)=S)cc1OC(=O)c1ccccc1	-1.6%	4.1
68	CC(=O)Nc1ccc(S(=O)(=O)N2CCN(CCCOc3ccccc3Cl)CC2)cc1	6.2%	7.2
69	COc1ccc(NS(=O)(=O)c2cc(NC(=O)c3cccs3)ccc2N2CCCC2)cc1	7.0%	10.7
70	Cc1cc(/C=C(\C#N)C(N)=O)c(C)n1-c1ccc(N2CCOCC2)c([N+](=O)[O-])c1	-4.2%	5.2
71	Cc1ccc(-c2cn(-c3ccccc3)c3[n+]2CCCS3)cc1	7.5%&2.5%	/
72	CCOC(=O)C1CCN(c2ncnc3c2cnn3-c2ccc(OC)cc2)CC1	/	-7.7

# New compounds follow.
No.	SMILES	GlmU inhibition	RmlCD inh 1536
73	Cn1nnnc1SCC(=O)Nc1cc(C(F)(F)F)ccc1N1CCOCC1	-0.9%	7.5
74	Cc1ccc(NC(=O)CCC(=O)c2cccs2)c(O)c1	-3.3%	8.8
75	CC(C)(C)c1nnc(NC(=O)c2cccnc2)s1	0.5%	3.5
76	Cc1nn(C(C)C)c(C)c1[C@@H]1C[C@H]2CN(Cc3cccc(Cl)c3)C(=O)[C@]23CCCN13	1.7%	6.9
77	COc1cccc(N2CCCn3c2nc2c3c(=O)n(CCN3CCOCC3)c(=O)n2C)c1	4.4%	9.3
78	CCCCOc1ccc(C(=O)N/C(=C/C=C/c2ccccc2)C(=O)NCCCO)cc1	1.0%	8.8
79	CCN1CCN(Cc2cc(=O)oc3ccc(Cl)cc23)CC1	0.7%	2.3
80	CC(C)(O)[C@@H]1[C@@H]2C[C@@]3(CC[C@]4(C)C(CCC5[C@@]6(C)CC[C@H](O)C(C)(C)C6CC[C@]54C)[C@@H]13)C(=O)O2 (stereo partly specified)	-2.6%	/

# New compounds follow.
No.	SMILES	GlmU inhibition	RmlCD inh 1536
81	NCCCC[C@@H]1NC(=O)[C@H](CCC(=O)O)NC(=O)c2cc([N+](=O)[O-])cc(I)c2OCC[C@@H](C(N)=O)NC1=O	-1.5%	/
82	Cc1cccc(-n2nc3c(c2NC(=O)c2ccc(S(=O)(=O)N4CCOCC4)cc2)CSC3)c1C	/	-8.2
83	O=C(N/N=C/c1ccccc1Cl)c1n[nH]c2c1CCCC2	3.2%	4.5
84	COc1ccc(OCC(O)CNCc2ccco2)cc1 (stereo unspecified)	8.8%	6.9
85	COc1ccc(CC(=O)Nc2ccc(C(=O)NC(C)(C)C)cc2)cc1	-3.8%	40.4
86	COc1ccc(C=O)cc1COc1c(F)c(F)cc(F)c1F	-3.4%	-4.5
87	CCCC(=O)Nc1nc2ccc(C(=O)OCC)cc2s1	3.5%	4.6
88	O=C(c1ccc(Cn2cc(Cl)cn2)o1)N1CCN(Cc2ccc3c(c2)OCO3)CC1	-3.9%	-12.3

# Next records
No.	SMILES	GlmU inhibition	RmlCD inh 1536
89	CC(CN1CCN(C)CC1)OC(=O)c1ccc(F)cc1 (stereo unspecified)	-3.5%	19.0
90	COc1ccc(S(=O)(=O)N2CCOCC2)cc1NC(=O)c1ccc2c(c1)OCCO2	-0.6%	7.0
91	O=C1NCCN(Cc2ccc(Cl)c(F)c2)C1CC(=O)N1CCCO1 (stereo unspecified)	2.9%	-7.8
92	O=C(O)Cc1ccc(C(=O)c2ccc(F)cc2)s1	4.0%	8.4
93	COc1cccc(NC(=O)[C@@H]2CCCN2C(=O)C2CCN(S(=O)(=O)c3ccc(C)cc3)CC2)c1	2.1%	/
94	COCC(C)NC(=O)c1ccc(CN2CCc3ccccc3C2)cc1 (stereo unspecified)	-2.9%	7.5
95	COc1ccc(-c2csc(Nc3ccc(S(=O)(=O)Nc4cc(C)on4)cc3)n2)cc1	0.0%	3.0
96	c1ccc2c(c1)CNC1(CCCCC1)C2	9.7%	-4.1

# (further entries)
No.	SMILES	GlmU inhibition	RmlCD inh 1536
97	C/C(=N\N=C(/N)c1nonc1N)c1ccc2c(c1)OCO2	2.2%	25.9
98	CC1CCc2c(sc(NC(=O)CCCn3cnc([N+](=O)[O-])n3)c2C(N)=O)C1 (stereo unspecified)	-2.0%	0.7
99	CN1C(=O)NC(c2ccccc2)C2=C1CN(c1ccc3ccccc3c1)C2=O (stereo unspecified)	-0.6%	/
100	COc1ccc(-c2nnc(SCC(=O)N3CCc4ccccc4C3)o2)cc1	7.6%	0.0
101	Nc1ncccc1OCc1ccc(Br)cc1	-2.0%	3.2
102	O=C(COc1ccc(S(=O)(=O)NC2CCCCC2)cc1)NCc1ccccn1	-0.1%	/
103	COC(=O)c1cc(C(=O)Nc2ccc(S(=O)(=O)NC(C)(C)C)cc2)cc([N+](=O)[O-])c1	-0.7%	-8.0
104	CCOC(=O)N1CCN(S(=O)(=O)c2ccc(C(=O)Nc3nc4ccc(F)cc4s3)cc2)CC1	/	-7.0
105	Cc1nn(C)cc1S(=O)(=O)N1CCN(Cc2cccc(Cl)c2)CC1	-9.0%	/
106	N#Cc1ccccc1Cn1c(=O)n(Cc2ccc(C(=O)NCc3ccco3)cc2)c(=O)c2sccc21	0.6%	-2.5
107	CC(NC(=S)Nc1ccccc1Cl)C(c1cccs1)N1CCCC1 (stereo unspecified)	-2.7%	-1.5
